# M4 antag – human M4 muscarinic receptor antagonists, primary screen, CHO cells, Fluo-8 calcium fluorescence; Muscarinic acetylcholine receptor M4 (Homo sapiens), P08173; CHO-hM4 cells, ACh EC80; inhibition, % at 3 µM; hit rate 0.73% among 360,000; AID 624125, 2012;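 active = inhibition above its plate's cutoff, the mean inhibition of sample wells plus 3 SD, cut at about 27% in these data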;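 also: 0% = acetylcholine EC80 with DMSO and 100% = DMSO without agonist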
# Target sequence (P08173 whole entry, looked up): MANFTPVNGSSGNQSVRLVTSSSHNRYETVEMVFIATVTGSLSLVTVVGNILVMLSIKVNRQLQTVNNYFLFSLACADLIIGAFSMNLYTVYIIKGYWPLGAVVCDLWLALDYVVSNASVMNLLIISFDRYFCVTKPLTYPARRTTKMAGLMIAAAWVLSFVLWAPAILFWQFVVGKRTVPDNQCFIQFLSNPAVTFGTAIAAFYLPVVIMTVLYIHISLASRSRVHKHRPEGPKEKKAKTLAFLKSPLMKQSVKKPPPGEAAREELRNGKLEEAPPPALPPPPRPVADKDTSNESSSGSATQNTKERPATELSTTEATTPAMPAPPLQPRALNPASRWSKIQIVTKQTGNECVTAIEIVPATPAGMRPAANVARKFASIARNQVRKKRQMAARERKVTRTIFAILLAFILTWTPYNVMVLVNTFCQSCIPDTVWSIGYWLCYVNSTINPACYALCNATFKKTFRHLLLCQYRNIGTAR
# CHRM4 PAM – human M4 muscarinic receptor positive allosteric modulators, primary screen, CHO-K1 cells, Fluo-8 calcium fluorescence; Muscarinic acetylcholine receptor M4 (Homo sapiens), P08173; CHO-K1 hM4/Gqi5, ACh EC20; 0% = ACh EC20, 100% = maximal ACh; activation, % at 3 µM; hit rate 0.4% among 360,000; AID 624126, 2012;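 active = activation above its plate's cutoff, the mean activation of sample wells plus 3 SD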; also: some results filed as inactive read as strong as hits
# CHO-K1 Ca antag – counter-screen for M1 antagonists: effect in parental CHO-K1 cells; ATP-induced calcium, Fluo-8 fluorescence; hit rate 0.6% among 360,000; inhibition, % at 3 µM;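 active = inhibition above a per-plate cutoff, the plate's mean sample inhibition plus 3 SD, cut at about 24% in these data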;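 also: 0% = DMSO plus EC80 ATP and 100% = DMSO alone without ATP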
# CHRM4 agonist – human M4 muscarinic receptor agonists, primary screen, CHO-K1 cells, Fluo-8 calcium fluorescence; Muscarinic acetylcholine receptor M4 (Homo sapiens), P08173; CHO-K1 hM4/Gqi5; vehicle 0%, full acetylcholine response 100%; activation, % at 3 µM; hit rate 0.14% among 360,000; AID 624127, 2012;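 active = activation above the run mean over all test wells plus 3 SD, cut at about 32% in these data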;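 also: peak over basal fluorescence ratio per well then scaled between controls; 0% = DMSO wells and 100% = acetylcholine at EC100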
# M1 PAM parental – nonselective calcium activators in parental CHO-K1 cells, primary screen, counter-screen for M1 PAM project, cell-based, Fluo-8 calcium fluorescence, full deck, 1536-well | ATP EC20; 0% at ATP EC20, 100% at ATP max | activation, % at 3 µM | hit rate 0.02% among 360,000 | AID 602247, 2012;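 active = activation above the run cutoff, the mean activation of all test compounds plus 3 SD, cut at about 40% in these data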;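 also: peak over basal fluorescence ratio in a 140 s read after ATP addition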
# CHRM5 PAM – human M5 muscarinic receptor positive allosteric modulators, primary screen, CHO-K1 cells, Fluo-8 calcium fluorescence | Muscarinic acetylcholine receptor M5 (Homo sapiens), P08912 | CHO-K1 hM5, ACh EC20 PAM; 0% = ACh EC20, 100% = ACh EC100 | activation, % at 3 µM | hit rate 0.3% among 360,000;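 active = activation above the run cutoff, the mean activation of all test compounds plus 3 SD, cut at about 18% in these data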
# Target sequence (P08912 whole entry, looked up): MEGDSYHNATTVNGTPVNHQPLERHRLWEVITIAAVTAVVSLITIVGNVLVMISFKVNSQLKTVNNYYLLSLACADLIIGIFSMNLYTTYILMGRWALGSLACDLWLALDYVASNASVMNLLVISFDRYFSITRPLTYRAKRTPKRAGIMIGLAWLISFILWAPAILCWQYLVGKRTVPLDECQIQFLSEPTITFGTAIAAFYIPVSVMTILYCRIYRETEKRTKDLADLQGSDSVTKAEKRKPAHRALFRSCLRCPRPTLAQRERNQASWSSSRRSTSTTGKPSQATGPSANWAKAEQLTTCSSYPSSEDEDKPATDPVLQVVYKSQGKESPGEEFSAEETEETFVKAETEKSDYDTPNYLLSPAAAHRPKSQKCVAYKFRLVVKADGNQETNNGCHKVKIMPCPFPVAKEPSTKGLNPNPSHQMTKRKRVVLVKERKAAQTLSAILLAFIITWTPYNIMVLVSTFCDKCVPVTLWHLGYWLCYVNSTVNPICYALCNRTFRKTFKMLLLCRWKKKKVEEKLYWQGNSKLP
#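 Replicates: One well per compound, no replicates | System: Human M5 receptor in CHO-K1 cells | Benchmarks: Low control EC20 acetylcholine (0%), high control EC100 acetylcholine (100%) | Probe or stimulus: Acetylcholine, EC20 level | Times: Fluo-8 loading 80 min at 37 °C plus 30 min room temperature | Signal: Intracellular calcium via Fluo-8 fluorescence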
# M1 ag parental – counter-screen for M1 agonists: effect in parental CHO-K1 cells; AID 602248, 2012; activation, % at 3 µM; Fluo-8 calcium fluorescence; scaled to maximal ATP response, vehicle zero; hit rate 0.48% among 360,000; in the data active = activation above about 15%;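 also: untransfected CHO-K1 host cells lacking M1 receptor as counterscreen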
# CHRM5 antagonist – human M5 muscarinic receptor antagonists, primary screen, CHO cells, Fluo-8 calcium fluorescence; CHO-hM5 cells, ACh EC80; inhibition, % at 3 µM; hit rate 0.59% among 360,000; AID 624040, 2012;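 active = inhibition above a per-plate cutoff, the mean of that plate's test compounds plus 3 SD, cut at about 27% in these data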;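 also: 0% = acetylcholine EC80 with DMSO and 100% = DMSO without agonist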
# CHRM5 agonist – human M5 muscarinic receptor agonists, primary screen, CHO-K1 cells, Fluo-8 calcium fluorescence; activation, % at 3 µM; hit rate 0.19% among 360,000; AID 624037, 2012; Muscarinic acetylcholine receptor M5 (Homo sapiens), P08912; CHO-K1 hM5 cells; 0% DMSO wells, 100% maximal acetylcholine response;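 active = activation above the run's mean over test compounds plus 3 SD, cut at about 23% in these data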;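 also: signal is peak over basal fluorescence ratio across the kinetic read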
# Numbers without * were called inactive; / = no result given; & = joins results of further samples.
compound	CHRM4 agonist	M1 ag parental	CHRM5 antagonist	CHRM5 PAM	CHRM4 PAM	M1 PAM parental	M4 antag	CHO-K1 Ca antag	CHRM5 agonist
CCCc1nc2ccccc2c(C(=O)OC(C)C(=O)NCc2ccc3c(c2)OCO3)c1CC (centres undefined)	0	0.2	8	-8	-3	17	-6	-17	-4
CC(C)C(NC(=O)c1ccc(F)cc1)C(=O)N1CCC1 (centres undefined)	1	-0.4	3	-8	7	-12	-8	-7	-1
O=c1n(-c2cccc(Cl)c2)c(=O)n2n1CCC2	1	0.8	19	-7	2	11	2	-14	0
O=C(C[n+]1cc(Br)cc2ccccc21)c1ccccc1	1	1.1	-11	-3	-8	15	6	-7	-2
CCOc1cc(C)c(Cl)cc1S(=O)(=O)N1CCCC1	0	-0.2	6	5	4	17	0	-16	-3
O=C(CN(Cc1cccs1)S(=O)(=O)c1ccc(S(=O)(=O)NC2CCCCC2)cc1)Nc1ccccc1	1	0.5	-1	-9	-13	4	-1	-1	-2
Cc1ccccc1NC(=O)CSc1nc(=O)n(CCN2CCOCC2)c2c1CCCC2	0	0.7	-3	6	-1	0	10	-6	-1
Cc1ccc(C(=O)Nc2ccc(N3CCOCC3)cc2)cc1S(=O)(=O)N1CCCCC1	5	4.2	7	-7	3	14	-11	-17	3
COc1cccc(-c2cc(=O)[nH][nH]2)c1	1	1.4	-2	-8	2	9	-6	-4	-2
NC(N)=NC(=O)c1nc(Cl)c(N2CCCCCC2)nc1N	0	0.5	10	-5	2	22	0	-3	-1
COc1ccc(C(CNC(=O)c2ccc(S(=O)(=O)N3CCCC3)cc2)N(C)C)cc1OC (centres undefined)	1	0.4	4	4	0	21	-2	-14	-2
O=c1[nH][nH]c(=O)c(Cl)c1Cl	3	0.5	-2	11	8	5	-26	-14	-3
Cc1cc(N2CCOCC2)ccc1/C=C1\NC(=O)N(Cc2ccccc2)C1=O	7	3.5	0	-7	-2	-4	-6	-1	4
C/C(=N/NC(=O)CN1CCN(Cc2ccccc2Cl)CC1)c1ccncc1	1	0.0	-16	1	6	22	-8	-14	-5
Cc1ccc(C)c(OCCC(=O)OCC(=O)Nc2cccc(S(=O)(=O)N3CCCC3)c2)c1	7	3.0	4	-7	-2	14	-13	-11	0
CC(C)NC(=O)c1cc(-c2ccco2)nn1-c1ccc(Cl)cc1	-1	-0.1	-3	11	-3	25	22	-11	-2
CO[C@H]1CN(C)C(=O)c2ccc(NC(=O)C3CCC3)cc2OC[C@H](C)N(Cc2ccccn2)C[C@@H]1C	3	/	-4	5	7	/	5	/	-2
O=C(NNC(=O)c1ccncc1)c1ccncc1	0	0.4	-7	7	4	27	-9	-9	-2
O=C(NC1=NCCS1)C12CC3CC(C1)CC(C(=O)NC1=NCCS1)(C3)C2	9	3.3	4	-10	-11	5	3	4	4
CCN(CC(=O)NCc1ccc(Cl)cc1)C(=O)CN1C(=O)NC(CC)(c2ccccc2)C1=O (centres undefined)	1	0.7	5	2	1	3	-2	-8	0
Cc1ccc2c(c1)cc(CN(Cc1ccc3c(c1)OCO3)C(=O)c1ccccc1)c1nnnn12	0	0.5	5	-1	9	14	18	-12	-8
Cc1ccc(C(=O)NCCc2nnc3ccc(NCCCN4CCOCC4)nn23)cc1	1	1.3	9	2	2	5	5	2	-6
O=C(c1ccc(N2C(=O)C3C4c5ccccc5C(c5ccccc54)C3C2=O)cc1)N1CCOCC1 (centres undefined)	2	1.5	7	-3	9	23	-8	2	0
C=CC[C@@H](CC(=O)N[C@@H](CO)Cc1ccccc1)C(=O)N[C@H](COC(=O)[C@@H](CC=C)Cc1ccc(F)cc1)C(C)(C)C	2	-0.1	4	-6	-2	18	9	-15	2
COc1ccc2c(c1)[C@H]1[C@H](CO2)[C@H](c2ccccc2)[C@]2(C)C(=O)Nc3cc(C)ccc3C(=O)N12	-1	-0.5	4	0	1	14	4	-13	-5
O=C1CCCN2N=C(SCC(=O)N3N=C(c4ccc(Br)cc4)CC3c3ccc(F)cc3)SC2=N1 (centres undefined)	-2	-0.7	4	-1	-14	-7	-2	-2	-7
Cc1cc(C)nc(NC(=O)Cc2ccc(Br)cc2)n1	7	1.7	11	-9	-13	1	-9	1	-5
CCCCNC(=O)C1(NC(=O)Nc2ccccc2)CCCCC1	1	0.7	4	4	0	4	1	-10	1
CCc1nc(SCC(=O)N2c3ccccc3CC2C)c2c(C)c(C)sc2n1 (centres undefined)	1	0.6	-7	0	1	14	0	-22	2
CC(=O)Nc1c(-c2ccccc2Cl)c(=O)c2ccccc2n1C	1	-0.5	3	3	4	-3	3	4	-2
Cc1ccc(-c2noc(CSc3ccccc3)n2)cc1	0	-0.3	-2	4	2	-2	-5	-5	1
Cc1ccccc1NC(=O)N1c2ccccc2CC1C (centres undefined)	0	1.9	1	0	-1	16	1	0	-2
CC(C)CCNC(=O)CCNS(=O)(=O)c1ccc(Cl)cc1	1	0.3	5	-2	-3	10	4	-12	0
Cc1ccnc(NC(=O)C(C)N2C(=O)c3ccccc3C2=O)c1 (centres undefined)	2	0.5	2	5	10	2	-18	-14	-4
COc1ccc([C@H]2N[C@]3(CCCN(Cc4ccc(Br)cc4)C3=O)[C@H]3C(=O)N(C)C(=O)[C@@H]23)cc1	0	0.4	0	-1	-3	23	4	-8	0
C[C@@H](C(=O)O)[C@H]1C[C@]1(C)[C@H](NC(=O)OCc1ccccc1)c1ccccc1	1	-0.2	7	4	-1	4	8	-4	4
O=C(C1CCCC1)N1CCCC(Nc2ccc(F)cc2)C1 (centres undefined)	0	6.5	1	-2	-4	-12	7	8	-2
CCOCC(=O)Nc1nc(-c2ccccc2)c(CC)s1	-2	-0.2	5	-1	-2	0	5	0	-1
O=c1cc(Cl)[nH]n(-c2ccccc2)c1=O	0	0.0	5	-1	3	-12	-2	2	-1
CC(=O)CSc1ncnc2sc3c(c12)CCCC3	1	0.1	-6	-5	-3	9	-3	-9	-5
COc1ccc(S(=O)(=O)N(C)c2ccc(C(=O)Nc3cccnc3)cc2)cc1OC	6	2.0	6	-1	0	0	-2	5	-4
COc1cccc(-c2nn(-c3ccccc3)cc2CN(C)C(C)c2ccncn2)c1 (centres undefined)	7	2.6	2	-7	-6	5	-7	0	-3
O=C(O)c1c2c(nc3ccccc13)/C(=C/c1cccc([N+](=O)[O-])c1)CCC2	1	-0.5	3	4	-2	2	-9	-10	-2
O=C(N/N=C/c1cccs1)c1ccc2nc[nH]c2c1	13	4.2	18	-20	-10	-16	9	14	1
CCCCCc1nc2c(=O)[nH]c3ccccc3c2o1	0	-0.5	8	-8	2	-1	2	12	-8
COC(=O)c1ccccc1NC(=O)CSc1nnc(C(CO)NC(=O)c2ccccc2Cl)n1C (centres undefined)	1	0.2	-7	8	10	2	-2	6	-1
CC(C)COC(=O)C1[C@H]2C(=O)N(Cc3cccs3)C[C@]23C=C[C@H]1O3 (some centres undefined)	0	0.2	2	0	0	14	0	-8	-1
Cc1noc(NS(=O)(=O)c2ccc(NC(=O)c3ccc(Cl)c(S(=O)(=O)N(C)c4ccccc4)c3)cc2)c1C	0	0.6	2	3	2	8	-2	-6	-3
COCCC(=O)Nc1ccc2c(c1)CN(C(=O)CCSC)CC2	0	-0.3	4	-6	2	6	-8	-5	-1
O=C(OC(C(=O)NCC1CCCO1)c1ccc(F)cc1)c1cccs1 (centres undefined)	3	0.4	0	-2	8	-8	0	-13	0
CSC1=NCCN1C(=O)C(C)(C)Oc1ccc(Cl)cc1	2	0.1	1	-3	12	-10	-14	-9	3
Cc1nnc(SCC(=O)Nc2ccccc2F)n1Cc1ccco1	1	0.6	8	5	7	19	-5	-12	-1
Cc1ccc(/C=C/C(=O)OCC(=O)N2CC(=O)Nc3ccccc32)o1	3	0.0	-7	0	3	17	-11	-2	-3
CCN(c1ccccc1)S(=O)(=O)c1cccc(C(=O)NCC(c2ccc(F)cc2)N2CCOCC2)c1 (centres undefined)	3	-0.3	-1	0	-5	-9	-7	3	-3
O=C(CNc1ccccc1)N/N=C/c1ccc2c(c1)OCO2	1	0.6	9	-7	-7	14	4	-9	-3
CCn1c(=O)n(CCc2ccccc2)c(=O)c2c3c(sc21)CCCC3	-1	9.3	1	-1	3	7	-2	9	-2
O=S(=O)(/N=C(/Nc1cc(N2CCOCC2)ncn1)c1ccc(F)cc1)c1ccccc1	0&1	1.0&-0.2	16&8	-16&-2	-2&4	12&0	-2&1	-8&-14	-2&3
CC1CN(C(=O)CCn2c(=O)oc3ccccc32)CC(C)O1 (centres undefined)	1	1.0	-4	5	-4	21	2	-6	2
COc1ccc(C)cc1S(=O)(=O)Nc1cccc(SC)c1	2	11	-1	1	7	12	9	5	1
COc1ccc(OC)c(NC(=O)CNC(=O)Cn2cnc3ccccc3c2=O)c1	1	0.2	0	2	2	14	-9	-9	-2

# The listing continues:
compound	CHRM4 agonist	M1 ag parental	CHRM5 antagonist	CHRM5 PAM	CHRM4 PAM	M1 PAM parental	M4 antag	CHO-K1 Ca antag	CHRM5 agonist
CCn1cc(C(=O)NC(=S)Nc2ccccc2Br)cn1	5	4.4	1	-3	-8	4	8	-3	1
CCCCc1nnc(NC(=O)CSCc2cc(=O)n3ccsc3n2)s1	0	0.1	11	-6	0	-1	4	-5	-2
O=S(=O)(c1ccccc1)N1CCN(C(=S)Nc2ccccc2Cl)CC1	1	1.0	9	-2	0	6	-12	-8	-5
CCOc1ccccc1OCCCC(=O)N1CCN(S(=O)(=O)c2ccc(C)cc2)CC1	2	1.2	1	-6	-16	12	12	0	-2
CCCc1cc(-c2ccc(O)c(OCC)c2)c(C#N)c(N)n1	3	0.6	-4	2	10	-2	4	14	-10
COc1ccc(NC(=O)CN2C(=O)COc3ccc(S(=O)(=O)N4CCOCC4)cc32)cc1Cl	2	-0.3	-6	1	-5	1	-7	5	-3
C[C@@H]1CN([C@H](C)CO)C(=O)c2cc(Br)cnc2O[C@H]1CN(C)C(=O)Nc1ccc2c(c1)OCO2	1	0.7	2	3	1	10	-6	-15	1
CCN(C(=O)CSc1nccn1C)c1cccc2ccccc12	1	-0.1	15	-4	5	5	1	-9	-10
CC(=O)OCCN1C(=O)c2cccnc2C1=O	0	3.4	-4	-1	7	34	1	-25	-3
COCCn1cc(C(=O)NCc2cccs2)c2c3ccccc3n(C)c2c1=O	3	1.6	1	-11	-2	4	6	-6	-2
